Source: PubChem (several laboratories)
Anthrax LF inh2 = Bacillus anthracis LF protease inhibitors, primary screen, biochemical, multiplex microsphere, MLPCN library | AID 588501, 2011 | hit rate 0.12% among 360,000 | inhibition, % at 10 µM | multiplex microsphere protease cleavage assay; further: plate controls were buffer without enzyme for full effect and enzyme alone for no effect
3CLpro inhibitor = SARS-CoV 3CLpro protease inhibitors, primary screen, biochemical, quenched FRET; recombinant SARS-CoV 3CLpro, quenched FRET peptide cleavage; inhibition, % at 6 µM; hit rate 0.14% among 290,000; AID 1706, 2009; in the data active means inhibition above about 12%
PrPC TRFRET = inhibitors of human cell surface prion protein PrPC, primary screen, cell-based, TR-FRET; Major prion protein (Homo sapiens), P04156; TR-FRET read-out; inhibition, % at 13.8 µM; hit rate 0.43% among 370,000; AID 720596, 2013; in the data active means inhibition above about 24%; further: 0% = median of the test wells and 100% = reference compound wells
CCHF vOTU inh = CCHFV vOTU protease inhibitors, primary screen, biochemical, Pep-AMC substrate, fluorescence; Crimean-Congo hemorrhagic fever virus L polyprotein viral ovarian tumor (vOTU) protease …; inhibition, % at 11.5 µM; hit rate 0.55% among 370,000; AID 651958, 2012; in the data active means inhibition above about 30%; further: 0% = vehicle wells with enzyme and 100% = no enzyme wells
MazF activator = activators of E. coli MazEF toxin-antitoxin RNase, primary screen, biochemical, fluorescence, uHTS; AID 504720, 2011; activation, % at 20 µM; FAM/BHQ RNA-DNA oligo cleavage fluorescence, 5 h; hit rate 0.32% among 350,000; Endoribonuclease toxin MazF (Escherichia coli (strain K12)), P0AE70; in the data active means activation above about 50%
Target sequence (P0AE70 whole entry, looked up): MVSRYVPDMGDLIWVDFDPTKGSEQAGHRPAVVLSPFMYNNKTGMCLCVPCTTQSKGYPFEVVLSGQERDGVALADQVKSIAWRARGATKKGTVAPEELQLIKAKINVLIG
DUSP3 inh = VHR1 phosphatase inhibitors, primary screen, biochemical, absorbance, uHTS; hit rate 0.52% among 290,000; AID 1654, 2009; recombinant VHR phosphatase, pNPP absorbance; inhibition, % at 13.3 µM; in the data active means inhibition above about 50%; further: some compounds called inactive have numbers as strong as hits
Target sequence (P51452 whole entry, looked up): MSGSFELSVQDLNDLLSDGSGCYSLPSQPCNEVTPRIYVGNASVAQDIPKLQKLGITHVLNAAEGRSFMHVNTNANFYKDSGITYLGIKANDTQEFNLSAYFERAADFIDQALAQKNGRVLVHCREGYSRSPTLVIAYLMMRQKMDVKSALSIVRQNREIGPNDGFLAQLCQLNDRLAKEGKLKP
BoNT-F LC inh = BoNT/F light chain protease inhibitors, primary screen, biochemical, flow cytometry, MLPCN library; inhibition, % at 10 µM; hit rate 0.22% among 360,000; Botulinum neurotoxin type F light chain protease (Clostridium botulinum); Multiplex microsphere protease cleavage assay; in the data active means inhibition above about 35%, passing the limit was not always enough; inconclusive means no clear call, values can overlap the other calls; further: plate controls were buffer without enzyme for full effect and enzyme alone for no effect
Rv3671c inh = Rv3671c serine protease inhibitors, primary screen, biochemical, fluorescence polarization, M. tuberculosis H37Rv. P9WHR9. inhibition, % at 5.96 µM. hit rate 0.048% among 320,000; in the data active means inhibition above about 38%;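 further: extracellular domain of Rv3671c used as enzyme; 0% = enzyme with DMSO and 100% = no enzyme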
Target sequence (P9WHR9 whole entry, looked up, the tested form may be a part): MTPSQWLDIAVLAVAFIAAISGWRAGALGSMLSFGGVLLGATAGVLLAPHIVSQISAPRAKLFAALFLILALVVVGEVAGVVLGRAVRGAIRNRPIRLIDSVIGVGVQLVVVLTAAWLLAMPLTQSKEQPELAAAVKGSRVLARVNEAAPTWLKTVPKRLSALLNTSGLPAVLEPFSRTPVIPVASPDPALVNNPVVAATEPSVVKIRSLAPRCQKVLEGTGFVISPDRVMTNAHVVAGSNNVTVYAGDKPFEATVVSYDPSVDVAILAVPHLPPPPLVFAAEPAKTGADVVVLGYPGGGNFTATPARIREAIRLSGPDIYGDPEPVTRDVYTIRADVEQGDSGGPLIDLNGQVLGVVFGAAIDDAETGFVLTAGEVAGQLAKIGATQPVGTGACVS
BoNT A protease = BoNT/A light chain protease inhibitors, primary screen, biochemical, flow cytometry, MLPCN library; Botulinum neurotoxin type A light chain protease (Clostridium botulinum A str. ATCC 3502); multiplex microsphere protease substrate cleavage; inhibition, % at 10 µM; hit rate 0.17% among 360,000; AID 588499, 2011; further: plate controls were buffer without enzyme for full effect and enzyme alone for no effect
PriA SSB inh = inhibitors of Klebsiella pneumoniae PriA binding to SSB C-terminal tail, primary screen, biochemical, AlphaScreen; PriA–SSB C-terminal tail interaction (Klebsiella pneumoniae); AlphaScreen SSBct-PriA binding, biotinylated peptide; inhibition, % at 33 µM; hit rate 0.6% among 430,000; AID 1272365, 2023; in the data active means inhibition mostly above about 37%, no sharp cut-off; inactive means mostly below about 20%;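 further: plate controls were negative control peptide for no effect and reference peptide for full effect; strong numbers were not always called active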
* marks the source's active call; other numbers are inactive results; ? = inconclusive; . = not tested or not shown; + = active, no number; & = joins results of further samples. Unless noted, no stated cut-off is given here; in the data, active means inhibition above about 30%; inconclusive means no clear call, values can overlap the other calls; inactive means below that. This is a subset (hit frequency here may not be typical).

molecule	Anthrax LF inh2	3CLpro inhibitor	PrPC TRFRET	CCHF vOTU inh	MazF activator	DUSP3 inh	BoNT-F LC inh	Rv3671c inh	BoNT A protease	PriA SSB inh
CCOC(=O)c1cc2occc2n1CC(=O)NCCOC	3	-2	-4	-4	-3	12	2	4	-0.3	-7
CC(C)Nc1ncnc2c1cnn2-c1ccc(Cl)cc1	-10	-4	24	-2	4	16	1	0	0.0	-15
COc1ccc(OC)c(CN2CCN(c3ccccc3OC)CC2)c1	3	5	-9	-5	4	-18	9	5	-1.3	0
CCSc1nnc(-c2ccccc2N=Cc2c(C)[nH]n(-c3ccccc3)c2=O)c(=O)[nH]1	-1	4	5	9	-3	1	6	-15	-0.5	-5
O=C(COc1ccc2ccc(=O)oc2c1)NC1CCS(=O)(=O)C1 (configuration not stated)	7	.	-4	6	-13	.	3	4	-0.4	-7
C=CCN1C(=O)/C(=c2\sc3nc(=O)c(Cc4ccccc4Cl)nn3c2=O)c2ccccc21	3	0	-1	4	3	27	18	5	3.6	.
O=C(C=Cc1ccc2c(c1)OCO2)C=Cc1ccc2c(c1)OCO2	6	.	3	-3	16	.	2	.	2.5	.
COc1cccc(CC(=O)Nc2nc3c(s2)C(=O)CC(C)(C)C3)c1	0	0	1	18	-2	8	0	2	-1.1	-12
O=C(CCN1C(=O)C2CC=CCC2C1=O)Nc1cccc(Cl)c1 (configuration not stated)	-1	-6	2	8	3	18	-2	2	0.0	-4
COC(=O)c1cc(S(=O)(=O)NCCCc2ccco2)c[nH]1	-1	5	0	9	5	20	-4	-13	1.1	9
CCOC(=O)N1CCN(C(=O)C2CCC(=O)N(Cc3ccc(Cl)cc3)C2)CC1 (configuration not stated)	1	3	0	-3	2	26	0	4	0.6	-7
Cc1ccc(C)c(OCC(O)CN2CCc3ccccc3C2)c1C (configuration not stated)	-2	-3	0	-1	-28	.	-3	6	1.3	-18
COc1ccc(-c2cc(C(=O)Nc3cc(Cl)ccc3OC)no2)cc1	8	-5	-1	-9	-31	17	7	-3	-1.2	6
Cc1c2cnccc2c(C)c2c1oc1ccccc12	-1	.	5	-6	22	.	-19	.	-1.0	9
Nc1ccc2oc3ccc(N)cc3c(=O)c2c1	-8	0	-13	-1	-5	33	-4	8	-0.4	1
Cc1ccc(Cl)cc1NC(=O)CNC(=O)N1CC(=O)Nc2ccccc21	-1	1	-5	14	1	57*	12	-5	1.9	3
CC(C)Oc1ccc2ccccc2c1CNC[C@H]1O[C@@H](n2ccc(N)nc2=O)[C@H](O)[C@@H]1O	-10	.	-3	0	7	.	-5	.	-0.3	.
COc1ccc(S(=O)(=O)N2CC=C(C(=O)Nc3ccc(NC(C)=O)cc3)CC2)cc1	1	3	-8	-9	7	17	1	1	0.4	-7
CC(=O)Nc1ccc(OCC(O)Cn2c3ccccc3c3ccccc32)c(C)c1 (configuration not stated)	-6	3	5	3	-12	22	-16	10	-1.2	-2&-3
CCCOc1ccc(CNCCCOCC)cc1OC	2	1	-8	0	2	25	-5	4	-1.0	7
Cc1cccc2cc(CN(Cc3ccc(F)cc3)C(=O)N(C)C)c3nnnn3c12	4	3	1	2	-2	12	-3	-5	0.3	-1
O=C(NC(=S)Nc1cccc(CO)c1)c1ccc(-c2ccccc2)cc1	-4	3	12	6	-2	-4	-11	0	-0.5	19
COc1ccccc1CN(C)C(=O)CN1CCN(S(=O)(=O)c2ccc3c(c2)OCCCO3)CC1	-2	.	5	3	7	.	0	-1	0.9	-2
N/C(CSc1ccc(Cl)cc1)=N\S(=O)(=O)c1ccc(Cl)cc1	.	0	-2	-10	1	6	.	2	.	.
CN1CCN(c2ccccc2NC(=O)COc2ccc(Br)cc2)CC1	-2	3	-1	7	2	20	2	2	4.5	-2
COc1cc(C)c(S(=O)(=O)N2CCN=C2c2ccccc2)cc1C	-1	4	-4	4	-3	-4	3	13	0.6	-5
Cc1ccc(C)c(NC(NC(=O)c2ccccn2)C(Cl)(Cl)Cl)c1 (configuration not stated)	-4	6	1	-1	3	12	-6	0	-0.4	3
CSc1ccccc1NC(=O)CN(C)CC(=O)Nc1cccc(Br)c1	-6	2	-4	1	4	22	-2	-9	-1.4	-14
CCOC(=O)N1CCN(C(=O)c2ccccc2CCc2ccccc2)CC1	.	-2	-2	12	-32	-12	.	-10	.	1
O=C1CC(c2ccccc2)=Nc2ccccc2N1	-1	-2	-9	-7	-5	28	2	-16	-0.4	5
C/C(=C\C(=O)Nc1cc(C)on1)c1ccccc1	-2	1	6	2	-6	13	-3	-2	-1.3	-8
Cc1ccccc1C(=O)N[C@H](C(=O)OCC(=O)NC1CC1)C(C)C	-1	.	0	-1	-15	.	0	7	-0.4	-4
COc1ccc(C)cc1-n1nnnc1SC/C(O)=C(\C#N)c1nc2ccccc2[nH]1	1	4	0	4	2	6	-1	-11	0.4	.
Cc1ccc(NC(=O)CCS(=O)(=O)c2cccc3nonc23)c(Cl)c1	-1	-3	-14	19	5	12	1	4	-2.1	-12
COc1cc(/C=N\Nc2cc(=O)n(C)c(=O)n2C)ccc1O	1	3	-5	2	2	-1	1	-2	1.1	.
CC(Oc1cc2oc(=O)c3c(c2cc1Cl)CCC3)C(=O)NC1CC(C)(C)NC(C)(C)C1 (configuration not stated)	6	-4	0	13	18	18	9	-5	10	0
COc1ccc(NC(=O)N/C=C/c2ccc(Cl)cc2)cc1	2	4	0	-8	-25	14	0	14	-1.4	-1
CC1(NC(=S)NCCO)CCS(=O)(=O)C1 (configuration not stated)	2	2	1	9	0	8	2	13	-0.3	-1
Fc1ccccc1CSc1nc2ncccc2[nH]1	-4	-2	1	7	8	17	-3	-8	-0.1	-6
CCN(CC(=O)NCc1cccs1)C(=O)c1cccc(S(=O)(=O)NCc2ccccc2)c1	4	.	0	-1	0	.	8	0	-2.2	-7
COc1ccc(/C=C2\SC(=O)N(CCNC(=O)CCS(=O)(=O)c3ccc(C)cc3)C2=O)cc1	1	2	-15	5	-7	6	-1	-8	0.1	-1
CCOc1ccccc1-n1nnnc1SCC(=O)NC(=O)Nc1ccc2c(c1)OCCO2	3	1	2	6	1	5	6	-10	1.0	-3
Cc1cc2c(=O)n(C)c(SCC(=O)Nc3ccccc3C)nc2s1	-3	.	-1	12	0	.	4	-7	0.8	7
O=C(COC(=O)c1cccc(-n2cnnn2)c1)c1ccc(F)c(F)c1	-8	.	-2	4	12	.	-10	.	-0.3	.
CCN(CC)S(=O)(=O)c1ccc(C(=O)NCc2n[nH]c(=S)n2-c2ccccc2OC)cc1	-4	-2	9	-2	-9	4	0	-2	0.7	-6
Cc1ccc(CCN2CC(C(=O)O)CC2=O)cc1 (configuration not stated)	-4	1	0	-9	4	27	1	3	0.6	1
Clc1ccc(Cn2ncc3c(N4CCOCC4)ncnc32)cc1	2	-1	6	3	-2	17	-22	1	-0.7	1
Cc1cc(C)cc(N(C(C)C(=O)NCCC2=CCCCC2)S(C)(=O)=O)c1 (configuration not stated)	0	-2	.	.	-7	-7	-5	6	-2.5	-9
CCOc1ncccc1C(=O)OCC(=O)NCCc1ccc(S(N)(=O)=O)cc1	0	.	3	-12	6	.	-7	-5	-0.8	3
CCOC(=O)CNC(=O)CSc1nc2cccnc2n1C1CCCCC1	-1	-3	7	5	2	22	-28	3	-0.1	-5

Remaining list, next part:
molecule	Anthrax LF inh2	3CLpro inhibitor	PrPC TRFRET	CCHF vOTU inh	MazF activator	DUSP3 inh	BoNT-F LC inh	Rv3671c inh	BoNT A protease	PriA SSB inh
NC(=O)Cn1cnc(-c2ccccc2)c1	1	0	0	6	4	24	-2	2	0.3	-10
COc1ccc(-c2noc3c2-c2nc(-c4ccccc4)sc2CC3)cc1	2	.	2	-10	-10	.	1	-16	0.3	-6
COc1ccc(CNC(=O)CSc2nnc(C)s2)cc1	0	-1	3	0	6	-5	3	-2	?	-7
COc1cc(C(=O)N2CCC(NC(=O)C(Cc3ccccc3C)NC(C)=O)CC2)cc(OC)c1OC (configuration not stated)	1	-1	8	-13	-4	0	-2	-13	?	1
CCC1CCCCN1CCCNC(=O)c1ccc(N2CCOCC2)c(NS(=O)(=O)c2ccc(OC)cc2)c1 (configuration not stated)	-6	2	-8	5	3	32	-11	1	-1.3	2
O=C(CCNc1cccc(F)c1)c1cccc([N+](=O)[O-])c1	-5	3	-10	10	-1	42	-8	-4	-0.6	12
S=C(NCc1ccc2[nH]c3c(c2c1)CCCC3)Nc1ccccc1	0	1	-6	1	27	-11	-11	8	-0.7	14
CC(=O)C[C@H](O)CC(=O)[C@@H]1OC(=O)CCCCCCCCc2ccccc21	-1	.	-1	-4	12	.	3	4	0.5	3
CC(C(=O)NC1CCCCC1)N1C(=O)C2C3C=CC(C3)C2C1=O (configuration not stated)	3	1	3	0	5	2	-1	0	-0.5	-4
N=C(c1ccc([N+](=O)[O-])cc1)N1CCCCC1	0	-2	-5	-21	1	-8	-3	1	-0.1	-5

Record cards (already shown):
Entry for COc1ccc(CNC(=O)CSc2nnc(C)s2)cc1 → Anthrax LF inh2: 0; 3CLpro inhibitor: -1; PrPC TRFRET: 3; CCHF vOTU inh: 0; MazF activator: 6; DUSP3 inh: -5; BoNT-F LC inh: 3; Rv3671c inh: -2; BoNT A protease: ?; PriA SSB inh: -7
Entry for COc1cc(C(=O)N2CCC(NC(=O)C(Cc3ccccc3C)NC(C)=O)CC2)cc(OC)c1OC (configuration not stated) → Anthrax LF inh2: 1; 3CLpro inhibitor: -1; PrPC TRFRET: 8; CCHF vOTU inh: -13; MazF activator: -4; DUSP3 inh: 0; BoNT-F LC inh: -2; Rv3671c inh: -13; BoNT A protease: ?; PriA SSB inh: 1

Next part
molecule	Anthrax LF inh2	3CLpro inhibitor	PrPC TRFRET	CCHF vOTU inh	MazF activator	DUSP3 inh	BoNT-F LC inh	Rv3671c inh	BoNT A protease	PriA SSB inh
CCN(CC)c1cc2c(c3c1ccn3C)C1CCC2O1 (configuration not stated)	-11	.	-12	6	.	.	-5	.	0.1	.
COc1ccc(C(C)=O)cc1COC(=O)c1cc(C)nc2ccccc12	1	-4	6	-12	-3	14	-1	1	0.4	-2
CC(Sc1nnnn1-c1ccccc1)C(=O)Nc1ccc(Cl)cn1 (configuration not stated)	-1	-1	9	-7	10	2	6	-9	1.2	2
Cc1onc(-c2ccccc2)c1C(=O)N/N=C/c1c(F)cccc1Cl	-2	4	-1	0	7	6	-2	1	-3.1	.
CC(=O)c1cc(C)ccc1OC(=O)c1ccco1	-6	5	-1	7	-16	31	-12	8	?	3
Cc1cccc(N2CCN(C(=O)CCCOc3ccccc3)CC2)c1C	2	7	8	-4	-4	29	-2	-7	-1.0	-20
O=C(Cn1ccc2ccccc2c1=O)NCCC(=O)Nc1cccc(Cl)c1	1	-3	.	.	4	12	5	0	-1.1	-4
COc1ccc(/C=C/c2nc3sc4c(c3c(=O)o2)CCC4)cc1	4	-3	3	3	+	.	14	8	4.4	-6
COC(=O)c1cccc(Nc2ccc([N+](=O)[O-])cn2)c1	2	0	-4	-4	6	2	-2	6	0.2	8
CN(C)/C=N/C1=C(C#N)C(c2cccs2)c2ccc3ccccc3c2O1 (configuration not stated)	-3	-1	-3	6	0	26	-4	.	4.1	.
Cc1ccc(C)c(Cn2nnc3c(=O)[nH]c(C(=O)Nc4ccc(F)cc4)nc32)c1	-10	2	-13	8	-1	32	5	7	0.1	-8
